# Bioassay records as filed in PubChem BioAssay.
# TLR9-MyD88 block = TLR9-MyD88 interaction inhibition | 340,000 tested, 0.21% active | Q9NR96+Q99836 | inhibition, % at 4.98 µM | CHO BLA complementation TLR9-MyD88, CCF4 FRET ratio | AID 504734;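 active means inhibition above the mean over all tested compounds plus 3 SD, cut at about 21% in these data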;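 further: 0% = DMSO only wells and 100% = clavulanate BLA inhibitor control wells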
# SRC3 inh = human NCOA3 inhibition; Q9Y6Q9; HEK293 GAL4-SRC3 luciferase reporter, luminescence; inhibition, % at 3.6 µM; 360,000 tested, 0.17% active; AID 588352;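 active means inhibition above a per-campaign cutoff, the mean of all compounds plus 3 SD, cut at about 60% in these data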;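 further: 0% = DMSO-treated cells and 100% = gossypol-treated cells at 36 µM; higher means less SRC3-driven luciferase light from the GAL4 reporter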
# MC4R antagonist = human MC4R antagonism in cAMP assay; AID 540295; inhibition, % at 6.5 µM; MC4R-expressing cells, MTII-stimulated cAMP, LANCE TR-FRET; 360,000 tested, 0.48% active;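 active means inhibition above its plate's cutoff, the mean of tested wells on that plate plus 3 SD, cut at about 29% in these data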;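 further: 0% = Melanotan II alone and 100% = Melanotan II plus saturating MCL0020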
# Target sequence (P32245 whole entry, looked up): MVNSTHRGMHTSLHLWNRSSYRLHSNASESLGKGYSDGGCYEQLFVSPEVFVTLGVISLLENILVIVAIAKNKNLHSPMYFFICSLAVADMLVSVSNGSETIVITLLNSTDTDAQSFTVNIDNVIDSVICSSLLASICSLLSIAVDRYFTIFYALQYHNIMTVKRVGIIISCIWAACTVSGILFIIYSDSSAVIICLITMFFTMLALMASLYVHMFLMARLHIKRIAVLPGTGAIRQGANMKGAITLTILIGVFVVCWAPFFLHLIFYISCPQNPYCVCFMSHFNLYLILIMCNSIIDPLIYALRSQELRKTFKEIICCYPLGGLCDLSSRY
#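 Material: U2OS-MC4R stable cell line | Reagent: Melanotan II challenge after compound preincubation | Doses: One concentration, 6.5 µM nominal | Incubation: 30-min compound preincubation, 1-h Melanotan II challenge, 1-h detection, room temperature | Signal: TR-FRET cAMP assay | Replicates: One well per compound, no replicates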
# NR5A2 inv ag = inverse agonists of human LRH-1 (NR5A2). O00482. HEK293T StAR-luciferase reporter, LRH-1 transfected, 24 h. inhibition, % at 3.6 µM. 360,000 tested, 0.13% active;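 active means inhibition above the mean inhibition of all tested compounds plus 3 SD, cut at about 73% in these data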;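 further: 0% = DMSO wells and 100% = reporter-only cells lacking LRH-1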
# Target sequence (O00482 whole entry, looked up): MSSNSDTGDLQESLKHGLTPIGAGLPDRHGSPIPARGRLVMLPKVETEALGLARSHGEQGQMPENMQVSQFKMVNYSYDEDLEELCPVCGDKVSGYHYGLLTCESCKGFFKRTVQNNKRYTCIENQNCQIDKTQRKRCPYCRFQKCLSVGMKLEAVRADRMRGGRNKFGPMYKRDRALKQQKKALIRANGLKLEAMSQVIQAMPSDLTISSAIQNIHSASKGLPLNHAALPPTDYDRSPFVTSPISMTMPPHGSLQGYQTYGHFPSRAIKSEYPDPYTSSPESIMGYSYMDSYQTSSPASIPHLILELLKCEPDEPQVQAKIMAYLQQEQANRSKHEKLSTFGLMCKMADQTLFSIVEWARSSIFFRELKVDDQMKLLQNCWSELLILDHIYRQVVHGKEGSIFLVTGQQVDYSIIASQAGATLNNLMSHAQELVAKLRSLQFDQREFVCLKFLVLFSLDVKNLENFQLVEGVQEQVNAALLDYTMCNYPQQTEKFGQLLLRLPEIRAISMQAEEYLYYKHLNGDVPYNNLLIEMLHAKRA
# SRC2 inh = inhibits human steroid receptor coactivator 2; 370,000 tested, 0.17% active; HEK293 GAL4-SRC2 luciferase reporter, luminescence; Q15596; inhibition, % at 9 µM;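 active means inhibition above the mean inhibition of all tested compounds plus 3 SD, set per campaign, cut at about 52% in these data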;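 further: 0% = DMSO treated cells and 100% = cells given Gossypol at 36 µM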
# MC4R barr agon = activates human MC4R beta-arrestin recruitment | P32245 | U2OS MC4R beta-arrestin complementation, luminescence; percent of melanotan II response, DMSO zero | activation, % at 8.9 µM | 360,000 tested, 0.98% active;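 active means activation above a per-plate cutoff, the mean activation of sample wells on that plate plus 3 SD, cut at about 8% in these data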
# ABHD5 PLIN5 PPI = ABHD5-PLIN5 protein interaction inhibition; inhibition, % at 4 µM; AID 602281; Split G. princeps luciferase complementation, luminescence, 4 h; 360,000 tested, 0.78% active; Q00G26+Q8WTS1;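 active means inhibition above the mean inhibition across every tested compound plus 3 SD, cut at about 22% in these data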;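 further: 0% = DMSO only wells and the 100% control is not disclosed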
# EBV LMP1 NFkB = Epstein-Barr LMP1 NF-kappaB reporter inhibition; AID 504558; 350,000 tested, 0.69% active; inhibition, % at 12.5 µM; LMP1-induced NF-kappaB luciferase reporter cells, luminescence; in the data active means inhibition above about 41%;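 further: 0% = neutral control wells and 100% = reference inhibitor control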
# NR2F2 inh = inhibitors of human COUP-TFII (NR2F2); P24468; HEK293T NGFI-A luciferase reporter, luminescence; 370,000 tested, 0.7% active; inhibition, % at 8.6 µM;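 active means inhibition above a per-plate cutoff, mean inhibition of test wells between control levels plus 3 SD, cut at about 38% in these data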;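 further: cells cotransfected with COUP-TFII expression vector driving the NGFI-A reporter; 0% = median of COUP-TF2 test wells and 100% = reporter-only cells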
# SRC1 inh = inhibits human SRC1 coactivator; AID 588354; HEK293 GAL4-SRC1 luciferase reporter, luminescence; inhibition, % at 3.6 µM; 360,000 tested, 0.12% active;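 active means inhibition above the campaign mean plus 3 SD, with each screening campaign given its own cutoff, cut at about 60% in these data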;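 further: 0% = DMSO treated cells and 100% = gossypol at 36 µM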
# NOD2-RIPK2 inh = NOD2-RIPK2 protein interaction inhibition | O43353 | CHO BLA complementation NOD2-RIPK2, CCF4 ratio | inhibition, % at 4.98 µM | 360,000 tested, 0.38% active | AID 624267; in the data active means inhibition above about 21%;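 further: 0% = vehicle only and 100% = reference blocker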
# Starred values were filed as active, the others as inactive; x = no result given. Only part of the results is shown. The share of hits here may be higher or lower than overall.
1) CC(/C=C/c1ccccc1)=N/O
2) CC(CCC(=O)O)C1CC[C@H]2C3CCC4CC(=O)CCC4(C)[C@H]3CC(=O)C12C (stereo not given in full)
3) Cc1cccc(C)c1OC1(c2ccccc2)OC(=O)c2ccccc21 (stereo not given)
4) Cc1c(C2(O)C(=O)Nc3ccc(F)cc32)c(=O)n(-c2ccccc2)n1C (stereo not given)
5) COc1ccc(OC)c(-c2nnc3n2N=C(c2ccc(OC)c(OCC4CC4)c2)CS3)c1
6) CN(C)S(=O)(=O)n1cnc(-c2ccccc2)c1-c1ccccc1
7) Cc1cccc(-n2c(SCC(=O)NCc3ccc4c(c3)OCO4)nc3ccccc3c2=O)c1
8) CCOC(=O)N1CCC(NC(=O)c2cc3cc4cc(OC)ccc4nc3o2)CC1
9) CCc1ccc(N(CC(=O)NCc2cccnc2)S(=O)(=O)c2ccccc2)cc1
10) CCOc1ccc(N2CC(C(=O)Nc3ccc(S(=O)(=O)NCC4CCCO4)cc3)CC2=O)cc1 (stereo not given)
screen / no.,1,2,3,4,5,6,7,8,9,10
TLR9-MyD88 block,0,-2,-3,-5,-5,-4,6,-6,-11,8
SRC3 inh,-21,-13,19,12,5,11,16,-27,-7,5
MC4R antagonist,2,7,19,7,-50,4,10,13,8,12
NR5A2 inv ag,-20,11,9,2,36,16,5,1,-16,11
SRC2 inh,-2,-18,6,-18,x,0,-37,2,11,-3
MC4R barr agon,-2.5,1.0,0.0,-0.5,-0.2,-2.5,-0.8,-1.0,-0.1,-0.7
ABHD5 PLIN5 PPI,-4,-3,0,2,23*,0,-4,0,9,-9
EBV LMP1 NFkB,3,4,0,0,26,-2,-9,1,2,3
NR2F2 inh,-6,3,-13,1,x,5,2,0,-7,3
SRC1 inh,-33,-12,14,4,-34,6,-89,-65,2,-13
NOD2-RIPK2 inh,-3,1,-4,-3,0,35*,-4,2,1,2

11) CCCCC(C(=O)NC(C)(C)C)N(Cc1ccccc1Cl)C(=O)c1snc(C(N)=O)c1N (stereo not given)
12) O=C(Cc1n[nH]c(=O)c2ccccc12)OCC(=O)c1ccc(OC(F)F)cc1OC(F)F
13) CC(C)C(C)NC(=O)COc1ncnc2ccccc12 (stereo not given)
14) COC(=O)C1=C(C)OC(N)=C(C#N)C1c1ccsc1 (stereo not given)
15) O=C(COC(=O)CSc1ccc(F)cc1)NNC(=O)c1ccc([N+](=O)[O-])cc1
16) COc1ccc2c(c1)CCN(C(=O)CCl)C2C1C(=O)CCCC1=O (stereo not given)
17) Cc1noc(C)c1-c1nc(CS(=O)(=O)c2ccc(Cl)cc2)no1
18) CC(=O)Oc1ccc(C(=O)Nc2ccc(S(=O)(=O)NCC3CCCO3)cc2)cc1 (stereo not given)
19) CC(Oc1ccc(F)cc1)c1ccnc2nc(/N=C/N(C)C)nn12 (stereo not given)
20) COc1ccc(S(=O)(=O)N(C)CC(=O)NC2CCCC2)cc1Cl
screen / no.,11,12,13,14,15,16,17,18,19,20
TLR9-MyD88 block,-8,-6,3,1,-2,7,-11,-1,7,-9
SRC3 inh,-11,-7,16,-1,9,11,17,9,8,8
MC4R antagonist,9,10,-1,-1,-1,12,-4,-11,2,-2
NR5A2 inv ag,-9,-6,-19,7,16,62,10,-1,-6,11
SRC2 inh,-25,-24,-18,-23,-24,-7,9,-5,-28,19
MC4R barr agon,5.4,-3.1,1.0,-0.9,-0.8,-1.7,1.2,1.4,-3.1,1.0
ABHD5 PLIN5 PPI,-12,10,9,-6,-5,7,-4,-2,-1,1
EBV LMP1 NFkB,-1,-3,-1,2,8,2,3,-3,7,-1
NR2F2 inh,10,-5,4,-1,-15,-1,9,18,-11,-5
SRC1 inh,2,-5,-2,7,-11,13,13,-7,-7,5
NOD2-RIPK2 inh,4,-5,0,-6,-5,0,-3,-3,14,-11

21) O=C(Nc1nnc(C2CC2)s1)c1ccco1
22) COc1cccc(/C=N/NC(=O)N/N=C/c2cccc(OC)c2O)c1O
23) CC1(c2nnc(-c3cccc(Cl)c3)o2)CC(c2ccccc2F)=NO1 (stereo not given)
24) CCOc1cc(C2c3c(n[nH]c3C)C(=O)N2c2ccc(C)cc2)ccc1O (stereo not given)
25) NNC(=O)c1sccc1OCc1ccc(Cl)cc1Cl
26) C[C@H]1O[C@@H](n2cc(F)c(=O)[nH]c2=O)[C@H](O)[C@@H]1O
27) CCCSc1ncnc2sc(C)c(C)c12
28) COc1cc(C(c2c(C)[nH][nH]c2=O)c2c(C)[nH][nH]c2=O)ccc1OS(=O)(=O)c1ccc(C)cc1
29) Cc1cc(C)c([N+](=O)[O-])cc1NCC(=O)N1CCN(c2ccccc2)CC1
30) CCCCCCCc1ccc(-c2ccc(O)cc2)nc1
screen / no.,21,22,23,24,25,26,27,28,29,30
TLR9-MyD88 block,-1,-7,2,2,-7,2,-2,-6,2,4
SRC3 inh,-33,32,-4,14,12,-15,18,9,-8,-36
MC4R antagonist,1,2,5,2,5,9,-6,6,2,-1
NR5A2 inv ag,-69,6,4,-5,9,-13,7,9,10,-41
SRC2 inh,-53,-20,16,23,4,4,-26,-1,-16,-48
MC4R barr agon,-0.3,0.6,1.1,-2.3,-0.9,-0.2,-1.1,-0.1,-2.9,3.5
ABHD5 PLIN5 PPI,4,-2,-2,-4,12,-2,-5,-9,5,-15
EBV LMP1 NFkB,-14,31,-15,-4,17,0,-9,4,7,-38
NR2F2 inh,-3,12,1,-8,-16,-17,16,-2,9,-28
SRC1 inh,-59,23,-6,9,-17,-10,-21,-3,-9,-29
NOD2-RIPK2 inh,-9,-10,-3,4,-10,-15,5,6,14,-1

31) COc1cc(C(=O)Nc2cc(C)ccn2)ccc1OCC(=O)N1CCOCC1
32) CCOC(=O)C1=C(C)Nc2nnnn2C1c1ccccc1Cl (stereo not given)
33) N=c1n(CC(=O)c2cccs2)c2ccccc2n1Cc1ccccc1
34) CCC(CC)NC(=O)C1CC(=O)N(CCc2ccc(F)cc2)C1 (stereo not given)
35) CC(C)CN1CCN(Cc2cccc3ncccc23)CC1CCO (stereo not given)
36) CCC1(c2cccc(Cl)c2)NC(=O)N(Cc2cc(C(=O)OC)c(C)o2)C1=O (stereo not given)
37) Cc1[nH]c2ccccc2c1C(=O)CN1CCCC(C)C1 (stereo not given)
38) Cc1ccc(NC(=O)C(Cc2ccccc2)n2cccc2)cc1 (stereo not given)
39) O=C(c1cc(Cl)c(=O)n(Cc2ccc(Cl)cc2)c1)N1CCOCC1
40) COc1ccc(CC(=O)OCC(=O)NC(=O)NC(C)C)cc1
screen / no.,31,32,33,34,35,36,37,38,39,40
TLR9-MyD88 block,-8,-3,-1,-7,2,4,-12,-3,6,-7
SRC3 inh,-42,11,13,-9,-17,1,9,-7,-3,1
MC4R antagonist,-2,0,2,5,17,10,-1,-2,6,7
NR5A2 inv ag,-46,2,5,0,-2,-27,-8,-1,9,7
SRC2 inh,-87,-1,11,-25,0,-13,14,-13,-5,-22
MC4R barr agon,-3.1,-2.1,0.6,-2.9,0.1,1.2,-1.2,-0.1,-1.8,-0.8
ABHD5 PLIN5 PPI,-10,1,3,-5,0,2,-11,-3,0,-1
EBV LMP1 NFkB,2,-4,6,2,5,-1,2,-3,3,4
NR2F2 inh,-3,2,-4,14,-4,5,-10,-21,0,-2
SRC1 inh,-11,5,-6,-19,-11,3,-24,2,-2,-6
NOD2-RIPK2 inh,-8,-2,0,-3,8,7,11,2,-5,-3

41) COc1ccc(Cl)cc1-c1cc(C(=O)NCc2ccccc2)[nH]n1
42) C/C(=N\Nc1ccc(Cl)c(C(=O)O)c1)c1cccc2ccccc12
43) Cc1ccc(-c2nnc(CSc3nnc(COc4cccc5ccccc45)n3-c3ccccc3)o2)cc1
44) Cc1cc(=O)oc2cc(OC(=O)CCN3C(=O)c4ccccc4C3=O)ccc12
45) C[C@H](CO)N1C[C@H](C)[C@@H](CN(C)CC2CC2)Oc2c(NC(=O)Cc3ccccc3)cccc2C1=O
46) COc1ccc(-c2cc(C(=O)NC3=NCCS3)c3ccccc3n2)cc1OC
47) COc1ccc(C(=O)/C=C/c2ccc(OC)c(O)c2)c(F)c1
48) Cn1cnnc1Sc1nc2ccccc2nc1NS(=O)(=O)c1ccccc1
49) CCN(C(=O)CSc1nc2ccccc2c(=O)n1-c1ccc(C)cc1)C1CCS(=O)(=O)C1 (stereo not given)
screen / no.,41,42,43,44,45,46,47,48,49
TLR9-MyD88 block,x,-6,-13,1,-2,-9,10,-4,1
SRC3 inh,7,-8,8,6,-15,-8,14,10,-10
MC4R antagonist,-5,6,5,-3,0,2,-4,-4,6
NR5A2 inv ag,-22,-12,-8,8,7,-10,11,-21,-13
SRC2 inh,-1,-33,-16,-14,10,-25,-11,2,8
MC4R barr agon,1.2,-0.4,-1.6,-1.5,-0.4,-1.7,-1.9,-0.7,-0.9
ABHD5 PLIN5 PPI,1,4,5,4,12,-3,29*,-6,1
EBV LMP1 NFkB,x,3,23,2,-11,23,12,-8,-3
NR2F2 inh,2,-6,-3,9,-10,-38,-19,-4,-13
SRC1 inh,5,-27,-15,6,12,-16,-15,4,-6
NOD2-RIPK2 inh,6,-11,-3,-5,-14,-5,6,-10,-3

# Grouped by structure: the compounds so far containing fluorine (eight)
4) Cc1c(C2(O)C(=O)Nc3ccc(F)cc32)c(=O)n(-c2ccccc2)n1C (stereo not given)
12) O=C(Cc1n[nH]c(=O)c2ccccc12)OCC(=O)c1ccc(OC(F)F)cc1OC(F)F
15) O=C(COC(=O)CSc1ccc(F)cc1)NNC(=O)c1ccc([N+](=O)[O-])cc1
19) CC(Oc1ccc(F)cc1)c1ccnc2nc(/N=C/N(C)C)nn12 (stereo not given)
23) CC1(c2nnc(-c3cccc(Cl)c3)o2)CC(c2ccccc2F)=NO1 (stereo not given)
26) C[C@H]1O[C@@H](n2cc(F)c(=O)[nH]c2=O)[C@H](O)[C@@H]1O
34) CCC(CC)NC(=O)C1CC(=O)N(CCc2ccc(F)cc2)C1 (stereo not given)
47) COc1ccc(C(=O)/C=C/c2ccc(OC)c(O)c2)c(F)c1
screen / no.,4,12,15,19,23,26,34,47
TLR9-MyD88 block,-5,-6,-2,7,2,2,-7,10
SRC3 inh,12,-7,9,8,-4,-15,-9,14
MC4R antagonist,7,10,-1,2,5,9,5,-4
NR5A2 inv ag,2,-6,16,-6,4,-13,0,11
SRC2 inh,-18,-24,-24,-28,16,4,-25,-11
MC4R barr agon,-0.5,-3.1,-0.8,-3.1,1.1,-0.2,-2.9,-1.9
ABHD5 PLIN5 PPI,2,10,-5,-1,-2,-2,-5,29*
EBV LMP1 NFkB,0,-3,8,7,-15,0,2,12
NR2F2 inh,1,-5,-15,-11,1,-17,14,-19
SRC1 inh,4,-5,-11,-7,-6,-10,-19,-15
NOD2-RIPK2 inh,-3,-5,-5,14,-3,-15,-3,6
